RXFP1 agonist = qHTS Assay for Agonists of the Relaxin Receptor RXFP1; 370,000 compounds, 0.3% hits; HEK293T-RXFP1 cAMP TR-FRET, 30 min; response scale: percent of porcine relaxin response, buffer zero; Relaxin receptor 1 (Homo sapiens), Q9HBX9; Potency, µM (highest dose often 57.5 µM), for the others: at the highest dose activation, hits mostly activators; also: potency is read from the fitted curve at half-maximal effect; % is scaled to controls: 0 for no effect and ±100 for the full control effect; nearly all actives have a fitted effect of over 60% in size; many of its hits are not listed in these tables
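cAMP rise read by TR-FRET after 30 min, 37C compound exposure (up to 58 uM) in RXFP1-transfected HEK293 cells with Ro 20174 present. EC50 from Hill-equation fits, with 29 nM porcine relaxin as 100% and buffer as basal.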
USP1 inh = Inhibitors of USP1/UAF1: Primary Screen; recombinant USP1/UAF1, Ub-Rhodamine cleavage fluorescence; Ubiquitin carboxyl-terminal hydrolase 1 (Homo sapiens), O94782; Potency, µM (titrated, usually from 57.1 µM), inactives show at the highest dose activity change, negative = inhibition, hits mostly inhibitors; 390,000 compounds, 0.23% hits; also: potency is read from the fitted curve at half-maximal effect; % is scaled to controls: 0 for no effect and ±100 for the full control effect; nearly all actives have a fitted effect of over 60% in size; inactives centre near -12
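1 nM enzyme complex + cpd, 15 min RT; start with Ub-Rho 150nM final; kinetic fluorescence ex 480/em 540, 6 reads q60 s. Buffer 50mM HEPES pH 7.8, 0.5mM EDTA, 0.1 mg/ml BSA, 1mM TCEP, 0.01% Tween-20.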
Glioma ERSR ind = qHTS for Inducers of the Endoplasmic Reticulum Stress Response (ERSR) in Human Glioma: qHTS. AID 602332, 2012. U87-MG GRP78 promoter luciferase reporter, 16 h. Potency, µM, inactives show at the top dose activation, usual class: activators. 420,000 compounds, 0.02% hits; also: potency is read from the fitted curve at half-maximal effect; series mostly up to about 76 µM; % of control where 0% means no effect; nearly all actives have a fitted effect of over 35% in size
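Stably transfected U87-MG human glioma cells carrying a GRP78-based luminescent sensor were seeded at 1000 cells/well, pin-dosed with compounds and incubated 16 h. Luciferase reagent was then added, and end-point luminescence was read after 10 min at room temperature.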
PI4K2A block = qHTS for small molecular inhibitors of PI4K2A. Phosphatidylinositol 4-kinase type 2-alpha (Homo sapiens), Q9BTU6. purified PI4K2A, ADP-Glo luminescence, 1 h; hits give low values. activity change, negative = inhibition, % at 76.9 µM. 420,000 compounds, 0.13% hits; in the data active = activity change below about -50%; inconclusive = mostly about -30% to -49%;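 also: -100% = wells without enzyme as full effect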
Target sequence (Q9BTU6 whole entry, looked up): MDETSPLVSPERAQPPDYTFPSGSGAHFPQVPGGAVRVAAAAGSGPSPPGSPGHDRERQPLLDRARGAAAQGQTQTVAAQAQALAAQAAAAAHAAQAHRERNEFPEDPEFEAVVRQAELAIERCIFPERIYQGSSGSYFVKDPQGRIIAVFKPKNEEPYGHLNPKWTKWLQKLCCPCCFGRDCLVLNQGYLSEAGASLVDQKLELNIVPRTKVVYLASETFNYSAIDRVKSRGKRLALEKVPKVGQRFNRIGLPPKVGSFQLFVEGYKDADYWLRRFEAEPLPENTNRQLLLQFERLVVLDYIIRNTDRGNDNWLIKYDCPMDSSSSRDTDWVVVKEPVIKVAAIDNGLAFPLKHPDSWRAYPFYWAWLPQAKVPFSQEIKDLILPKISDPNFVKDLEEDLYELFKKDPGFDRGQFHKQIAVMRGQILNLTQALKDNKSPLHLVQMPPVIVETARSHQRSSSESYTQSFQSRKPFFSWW
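In this quantitative HTS, ADP production by PI4K2A was quantified luminescently after 1 h at ambient temperature; 100 microM adenosine served as plate-quality control.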
Vif-APOBEC3G blk = qHTS for Inhibitors of Vif-A3G Interactions: qHTS. Potency, µM (top dose mostly 46.1 µM), for inactives: at the highest dose activity, negative = active, usual class: inhibitors. HeLa A3G-eYFP + Vif (tagged APOBEC3G with the HIV-1 protein that degrades it), YFP fluorescence, overnight. DNA dC->dU-editing enzyme APOBEC-3G (Homo sapiens), Q9HC16. 410,000 compounds, 0.076% hits;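 also: potency is read from the fitted curve at half-maximal effect; % is scaled to controls: 0 for no effect and ±100 for the full control effect; nearly all actives have a fitted effect of over 60% in size; hits raise eYFP signal because A3G escapes Vif-driven loss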
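HeLa cells stably expressing Vif and C-terminally eYFP-tagged A3G, seeded overnight at 37 deg C, then exposed to compound by pintool overnight at 37 deg C. Rise in yellow fluorescence (Ex 488/Em 500-530, Acumen) marks blocked Vif-driven A3G degradation.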
TrxR1 substrate = qHTS Assay for Substrates of Mammalian Selenoprotein Thioredoxin Reductase 1 (TrxR1): qHTS | 390,000 compounds, 0.01% hits | Potency, µM (titrated, usually from 114 µM), without a hit: top-dose activity change, negative = substrate turnover | purified TrxR1 substrate turnover, NADPH consumption readout | Thioredoxin reductase 1, cytoplasmic (Rattus norvegicus), O89049 | AID 588456, 2011; also: potency is read from the fitted curve at half-maximal effect; % is scaled to controls: 0 for no effect and ±100 for the full control effect; nearly all actives have a fitted effect of over 50% in size
Target sequence (O89049 whole entry, looked up): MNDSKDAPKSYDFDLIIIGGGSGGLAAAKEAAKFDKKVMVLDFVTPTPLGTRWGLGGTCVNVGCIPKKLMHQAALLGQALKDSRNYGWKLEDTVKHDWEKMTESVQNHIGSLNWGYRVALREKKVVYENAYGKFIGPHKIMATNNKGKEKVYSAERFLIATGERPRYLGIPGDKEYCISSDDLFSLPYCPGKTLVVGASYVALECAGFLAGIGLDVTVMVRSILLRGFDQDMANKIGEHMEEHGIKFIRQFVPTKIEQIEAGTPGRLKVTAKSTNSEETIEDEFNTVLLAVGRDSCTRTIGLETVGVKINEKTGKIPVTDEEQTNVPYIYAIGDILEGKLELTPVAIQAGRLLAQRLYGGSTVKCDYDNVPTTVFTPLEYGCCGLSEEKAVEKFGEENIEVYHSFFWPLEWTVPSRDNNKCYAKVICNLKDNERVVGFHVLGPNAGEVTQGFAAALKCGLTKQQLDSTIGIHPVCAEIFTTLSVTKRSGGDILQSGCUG
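Rat TrxR1, dispensed at 90 nM, was prereduced with 400 uM NADPH (final) for 5 min at ~22 deg C, then incubated with compound 15 min before 400 uM selenite. A first-read NADPH fluorescence drop versus no-compound background flagged substrates.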
Vif-APOBEC3F blk = qHTS for Inhibitors of Vif-A3F Interactions: qHTS; HeLa A3F-eYFP + Vif (tagged APOBEC3F with the HIV-1 protein that degrades it), YFP fluorescence increase; Potency, µM (series often up to 46.1 µM), without a hit: at the highest dose activity, negative = active; 390,000 compounds, 0.2% hits; also: potency is read from the fitted curve at half-maximal effect; % of control where 0% means no effect; nearly all actives have a fitted effect of over 65% in size
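HeLa cells stably expressing A3F-eYFP plus Vif, plated and incubated overnight at 37 deg C, then exposed to compounds overnight at 37 deg C. Blocked degradation read as raised yellow fluorescence (Ex 488/Em 500-530).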
LDHA inh = qHTS assay for inhibitors of human lactate dehydrogenase. purified LDHA, NADH/diaphorase-resazurin fluorescence; hits give low values. activity change, % (values are at about 110 or 230 µM). 480,000 compounds, 0.15% hits. AID 1347041, 2019; in the data active = activity change below about -30%; inconclusive = mostly about -25% to -30%;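 also: plate controls were DMSO wells for no effect and wells without enzyme for full effect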
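Resorufin fluorescence (ex540/em590), read at 0 and 20 min after diaphorase/resazurin addition, reports the NADH left after a 5 min room-temperature reaction of 2 nM human LDH5 with 0.06 mM NADH and 0.2 mM pyruvate.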
IDH1 R132H inh = qHTS for Inhibitors of mutant isocitrate dehydrogenase 1 (IDH1): qHTS; Isocitrate dehydrogenase [NADP] cytoplasmic (Homo sapiens), O75874; IDH1-R132H enzyme, NADPH consumption, diaphorase/resazurin fluorescence; Potency, µM (top dose mostly 76.6 µM), inactives show top-dose activity change, negative = inhibition, actives largely listed as inhibitors; 390,000 compounds, 0.093% hits; also: potency is read from the fitted curve at half-maximal effect; % is scaled to controls: 0 for no effect and ±100 for the full control effect; nearly all actives have a fitted effect of over 65% in size
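IDH1-R132H (0.5 ug/mL dispensed) in pH 7.5 Tris buffer was preincubated 30 min with compound, then given a substrate mix of 0.016 mM NADPH and 2 mM alpha-KG for 80 min at room temperature; remaining NADPH was read by diaphorase/resazurin fluorescence.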
* hit, by the source's call; ? = inconclusive; . = no result given; & = joins results of further samples; [ ] = dose if it differs, or a comment. Unless noted, calls follow the shape of the dose curve; as a rule, active = well fitted curve in the direction sought with a large enough effect; inconclusive = small, poorly fitted or top-dose-only effect, or another doubt; inactive = no such curve, though single readings can be large; an effect the other way counts as inactive or inconclusive. Only part of the results is shown; the hit share may differ from the screen's.

Each structure is followed by: RXFP1 agonist	USP1 inh	Glioma ERSR ind	PI4K2A block	Vif-APOBEC3G blk	TrxR1 substrate	Vif-APOBEC3F blk	LDHA inh	IDH1 R132H inh
1) Cc1cnc(C(=O)OCC(=O)NC(C)CCc2ccccc2)cn1 (centres undefined)
    -0.3%	-22%	-4%	1	1%	-5%	8%	-6	-4%
2) COC(=O)Nc1nn(-c2ccc(C)cc2)c(=O)c(C#N)c1C
    1.2%	-8%	-2%	-1	-1%	-2%	-24%	0	-1%
3) COc1ccc(NC(=O)C2C3C=CC4(O3)C2C(=O)N(CCN2CCCCC2C)C4C(=O)NC2CCCC(C)C2C)cc1 (centres undefined)
    0.4%	0%	-2%	-3	1%	-1%	?	-6	1%
4) O=C(N/C(=C\c1cccc([N+](=O)[O-])c1)C(=O)N1CCOCC1)c1ccc([N+](=O)[O-])cc1
    3.2%	-18%	-3%	8	-1%	-3%	0%	-6	4%
5) CC(C)n1cc(/C(N)=N/O)c(=O)n(Cc2ccccc2)c1=O
    -0.5%	-19%	-4%	1	3%	2%	-17%	1	-1%
6) CC(NC(=O)c1ccccc1)C(=O)N/N=C/c1ccc(O)cc1 (centres undefined)
    -1.0%	-2%	-4%	9	-2%	-2%	1%	-3	5%
7) COc1ccc(N(CC(=O)NCc2ccc(C)cc2)S(=O)(=O)c2c(C)[nH]c(=O)[nH]c2=O)cc1
    -2.4%&0.4%	-14%&-1%	-6%&3%	2&-5	2%&-3%	-1%&13%	11%&1%	-5&1	0%&1%
8) COc1ccc(CC(=O)Nc2ccc(-c3noc(-c4cccc(OC)c4)n3)cc2)cc1
    19%	3%	-4%	-1	4%	2%	-13%	-4	3%
9) Cc1cc(C)c(OCCOCCN2CCN(C)CC2)c(Cl)c1
    -2.1%	-14%	-2%	-1	-5%	-4%	-12%	-22	9%
10) c1coc(-c2nnc(-c3ccco3)nn2)c1
    -1.8%	25µM*	4%	?	-1%	4%[57.1 µM]	1%	49	26%
11) O=C(Cn1cnc2c(nnn2-c2cccc(Cl)c2)c1=O)N1CCCC1
    1.5%	-8%	-2%	1	-1%	8%	-2%	1	4%
12) Cc1cccc(CN2CCN(C3CCCC3)C(CCO)C2)n1 (centres undefined)
    0.8%	-10%	-2%	1	1%	-6%	3%	0	5%
13) CCc1nc2nc(C)cc(Nc3ccc(OC)cc3)n2n1
    5.6%	-11%	-5%	-2	1%	1%	-12%	-2	0%
14) COc1ccc(S(=O)(=O)N2CCC(Cc3ccccc3)CC2)cc1NC(C)=O
    -0.8%	-9%	-4%	0	-10%	-6%	0%	-6	-4%
15) O=C(O)C1=NN(c2cc(Cl)c(S(=O)(=O)O)cc2Cl)C(=O)C1
    .	-3%	-3%	-6	2%	11%[57.1 µM]	-4%	12	1%
16) O=C(NCc1ccc(F)cc1)c1cnc(N2CCOCC2)c2ccccc12
    3.3%	-9%	-1%	-2	-5%	5%[57.1 µM]	-1%	-2	9%
17) O=C(NCCc1ccc(C(F)(F)F)cc1)C1CCC(=O)N(CCCN2CCCC2=O)C1 (centres undefined)
    -2.5%	1%	0%	-2	1%	1%	1%	-11	-11%
18) CCCSc1nnc(Cc2cc(=O)[nH]c(=O)[nH]2)n1-c1cc(C)ccc1C
    2.2%	-13%	-5%	1	1%	-10%	4%	-8	1%
19) CCSc1ncc(Cl)c(C(=O)N(Cc2ccccc2Cl)C2CCS(=O)(=O)C2)n1 (centres undefined)
    1.2%	-28%	-3%	2	-1%	0%	-4%	-2	8%
20) C[C@H](CO)N1C[C@H](C)[C@@H](CN(C)C)Oc2c(NC(=O)CCC(F)(F)F)cccc2C1=O
    .	?	-6%	3	3%	4%	2%	1	15%
21) Cc1cc(C)cc(NC(=O)CN2C(=O)CCc3cc(S(=O)(=O)N4CCCCC4)ccc32)c1
    0.6%	-4%	-3%	0	4%	-9%[57.1 µM]	13%	-7	-9%
22) CC(NC(=O)c1ccc(Cn2c(SCc3ccccc3)nc3cccnc32)cc1)c1ccccc1 (centres undefined)
    24%	4%	-2%	1	-1%	9%	5%	-1	-4%
23) COc1cccc(N2C(=O)CC(N3CCc4ccccc4C3)C2=O)c1 (centres undefined)
    0.0%	-22%	-6%	-7	-1%	-1%	4%	-8	-2%
24) C[C@H](NC(=O)c1ncn2c1c(=O)[nH]c1ccccc12)c1ccccc1
    .	-5%	-1%	1	0%	.	0%	-8	-7%
25) COc1nccnc1NS(=O)(=O)c1ccc(N)cc1
    -1.6%	-8%	-1%&-3%	-1&-2	-2%	-6%	2%	-7	-11%
26) CC(=O)c1cccc(NC(=O)C2=CC(c3ccc(F)cc3)=NS(=O)(=O)N2C)c1
    -3.4%	-15%	-1%	-2	-1%	3%	3%	-1	-1%
27) COc1cccc(NC(=O)CN(C)C(=O)Cc2c(C)nc3ccccc3c2C)c1
    1.1%	-7%	-5%	-5	-2%	4%	-16%	-3	12%
28) O=C(NCC(c1ccco1)N1CCc2ccccc2C1)c1ccc(Cl)c([N+](=O)[O-])c1 (centres undefined)
    1.8%	-19%	2%	-6	-2%	-3%	-3%	-7	-1%
29) Cc1cccc(C(=O)N/N=C2/SCC(=O)N2Cc2ccccc2)c1
    5.0%	-10%	0%	6	-3%	0%[57.1 µM]	9%	-3	5%
30) Fc1ccc(NC(=S)Nc2cccnc2)cc1
    -0.8%	-7%	-1%	-6	3%	11%	-15%	-13	7%
31) COc1ccc(S(=O)(=O)N2CCC(C(=O)NCc3ccccn3)CC2)cc1C
    -0.4%	1%	-5%	0	0%	6%[57.1 µM]	2%	-2	1%
32) CCOC(=O)c1ccccc1NC(=O)CSc1nnc(COc2ccccc2C)n1C
    1.7%	-16%	-4%	-2	-3%	4%[57.1 µM]	0%	6	5%
33) COc1ccc2c3c(cccc13)OCC2=O
    6.8%	-8%	-1%	-4	-7%	9%[57.1 µM]	-2%	17	2%
34) C[C@@H]1CN([C@@H](C)CO)C(=O)c2cccc(NS(C)(=O)=O)c2O[C@H]1CN(C)CC1CCCCC1
    .	-21%	-5%	2	-1%	15%[57.1 µM]	1%	-4	27%
35) Cn1c(NCCCO)nc2c1c(=O)n(Cc1cccc(F)c1)c(=O)n2C
    6.7%	-15%	-1%	4	-4%	3%	0%	-2	-11%
36) COC(=O)[C@H](C)NC(=O)Nc1cc(OC)ccc1OC
    0.0%	-4%	-3%	4	1%	4%	-8%	2	6%
37) CCCSc1nnc2c(n1)OC(c1ccc(OCC(=O)O)cc1)Nc1ccccc1-2 (centres undefined)
    8.9%	10%	0%	-8	5%	2%[57.1 µM]	-12%	11	-12%
38) Cc1ccccc1C(=O)N1CCCCC1CCN1CCCCC1 (centres undefined)
    -0.9%	3%	-4%	0	1%	4%	2%	-5	-3%
39) O=C1CN(CC(=O)Nc2ccc(SC(F)F)cc2)CCN1
    0.4%	-17%	-1%	2	-7%	12%	1%	2	10%
40) CC(=O)Nc1ccc(NC(=O)c2cc(C)nn2-c2ccccc2)cc1
    -0.5%	-13%	15%	0	-1%	5%[57.1 µM]	9%	-5	-1%
41) COc1cc(/C=N/N2CCOCC2)ccc1OCc1ccccc1
    0.6%	-19%	5%	-3	4%	-14%[57.1 µM]	-17%	2	10%
42) Cc1cc(NCCN(C)C)n2nc(-c3cccs3)cc2n1
    1.1%	-21%	-2%	-1	1%	45%[activator]	0%	-3	0%
43) CN1CCN(CCC(=O)Nc2ccc(Br)cc2)CC1
    0.6%	-10%	-3%	-1	-3%	4%	-2%	0	3%
44) COc1cc(NC(=O)CCc2c(C)nn(-c3ccc4nnc(C)n4n3)c2C)cc(OC)c1OC
    9.0%	-5%	3%	1	7%	-4%[57.1 µM]	-9%	-13	-12%
45) CCc1ccc(CN2C(=O)c3ccccc3C2C(=O)NCCc2ccc(OC)c(OC)c2)cc1 (centres undefined)
    0.5%	-22%	-3%	0	-6%	11%[57.1 µM]	-2%	-11	-10%
46) Cc1ccc(-c2nc(CSCC(=O)NCc3cccnc3)c(C)o2)cc1
    2.2%	4%	3%	-1	0%	3%	-12%	-6	0%
47) Cc1ccccc1N1C(=O)c2cc(S(N)(=O)=O)c(Cl)cc2NC1C (centres undefined)
    0.1%	-25%	-4%&-1%&-5%&-4%	-2&0&0	-2%	69%[activator][57.1 µM]	2%	-7	-1%
48) COc1cccc(NC(=O)COc2ccccc2)c1
    -0.4%	0%	6%	-4	1%	5%	-9%	-11	6%

Compound activity (PubChem BioAssay)
